# NPY-Y2 antag: NPY-Y2 (human) receptor antagonism; P49146; NPY-Y2 expressing cells, antagonist mode; inhibition, % at 2.7 µM; actives 0.99% (n = 140,000); in the data active means inhibition above about 17%;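 further: 0% = vehicle with agonist challenge and 100% = reference antagonist with challenge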
# Target sequence (P49146 whole entry, looked up): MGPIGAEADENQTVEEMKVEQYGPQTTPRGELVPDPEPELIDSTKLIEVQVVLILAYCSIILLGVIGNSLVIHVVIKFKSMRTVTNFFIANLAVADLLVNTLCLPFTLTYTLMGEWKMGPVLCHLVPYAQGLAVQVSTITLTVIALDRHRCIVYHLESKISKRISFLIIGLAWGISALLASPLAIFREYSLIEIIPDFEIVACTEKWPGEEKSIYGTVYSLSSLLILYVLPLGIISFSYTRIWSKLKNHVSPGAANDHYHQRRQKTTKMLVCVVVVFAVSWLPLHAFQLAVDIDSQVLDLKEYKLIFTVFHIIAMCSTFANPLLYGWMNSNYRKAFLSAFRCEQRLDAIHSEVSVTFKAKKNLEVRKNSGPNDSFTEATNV
# PTEN del growth: PTEN-deleted cell growth suppression; HCT116 PTEN-null viability, CellTiter-Glo, 60 h; active compounds read low; viability, % at 10 µM; actives 1.2% (n = 140,000); AID 827;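 active means viability at or below a set limit, 4 SD under the median of all tested compounds, cut at about 3.7% in these data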;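 further: PTEN knockout HCT116 line with beta catenin targeted HCT116 as companion control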
# HCT116 bCat-KO: beta-catenin-lacking colon tumor cell growth suppression; HCT116 beta-catenin knockout viability, CellTiter-Glo, 60 h; active compounds read low; viability, % at 10 µM; actives 1.5% (n = 140,000); AID 818;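 active means viability at or under a set limit, the compound median less 4 SD, cut at about 6% in these data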;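 further: 0% = Hyamine 1622 control at 20 µM and 100% = untreated cell control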
# MRP-1 activ: activates MRP-1. H69AR cells + doxorubicin, viability rescue, CellTiter-Glo. viability increase, % at 10 µM. actives 0.61% (n = 140,000);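 active means viability gain under doxorubicin at or above a set limit, the compound median plus 3 SD, cut at about 4.7% in these data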;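 further: MRP-1 overexpressing cells given doxorubicin 25 µM after compound pretreatment; 18-22 h compound pretreatment then 72 h with doxorubicin before readout; 0% = doxorubicin-only wells and 100% = vehicle-treated cells without doxorubicin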
# BB579 growth dn: reduces growth of yeast BB579 in restrictive medium | inhibition, % at 10 µM | S. cerevisiae BB579 growth, OD615, 48 h | AID 804 | actives 0.51% (n = 140,000);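 active means inhibition above a set limit, 3 SD over the mean compound inhibition, cut at about 44% in these data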; further: inactives centre near -24
#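 System: Saccharomyces cerevisiae DeaD strain BB579, replicative lifespan model yeast. Buffer or medium: restrictive glucose-based CSMM-D medium. Doses: one dose, 10 µM compound with 0.25% DMSO. Timing: 4 h preincubation and 48 h exposure at 30 °C. Detection: turbidity as optical density at 615 nm. Benchmarks: amphotericin B 10 µg/mL, positive.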
# GALR2 antag: blocks the human galanin receptor 2; O43603; GALR2-expressing cells, antagonist mode; inhibition, % at 4 µM; actives 0.39% (n = 140,000); in the data active means inhibition above about 27%;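 further: cells stimulated with galanin 1-16 at roughly its EC80; 0% = agonist challenge control and 100% = basal control without agonist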
# Target sequence (O43603 whole entry, looked up): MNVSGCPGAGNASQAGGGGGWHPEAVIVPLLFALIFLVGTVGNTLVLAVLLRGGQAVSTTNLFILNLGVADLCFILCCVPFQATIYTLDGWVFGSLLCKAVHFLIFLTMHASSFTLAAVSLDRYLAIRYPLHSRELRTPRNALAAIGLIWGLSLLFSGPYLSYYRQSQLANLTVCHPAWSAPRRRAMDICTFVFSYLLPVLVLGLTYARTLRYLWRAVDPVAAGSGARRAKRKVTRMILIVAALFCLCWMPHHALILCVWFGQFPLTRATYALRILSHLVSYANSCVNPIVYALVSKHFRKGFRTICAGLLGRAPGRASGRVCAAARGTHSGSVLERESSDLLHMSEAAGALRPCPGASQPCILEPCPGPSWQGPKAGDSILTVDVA
# Phagocyt inh: inhibitors of macrophage phagocytosis; actives 0.07% (n = 110,000); AID 1029; J774A.1 macrophage IgG-bead phagocytosis, imaging; inhibition, % at 5 µM;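 active means inhibition above the mean of the plate negative controls plus 5 SD, cut at about 13% in these data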;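 further: phagocytic index as fraction of beads internalized from green versus red external bead signal; plate controls were DMSO negative control for no effect and cytochalasin-D positive control for full effect; some results beyond the cut were filed as inactive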
# Yeast life ext: extends the lifespan of yeast | S. cerevisiae growth with nicotinamide, OD615; deaD strain in restrictive glucose medium | inhibition of the nicotinamide effect, % at 10 µM | actives 0.68% (n = 130,000) | AID 775;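 active means inhibition above a set limit, placed 3 SD over the median of all compounds, cut at about 26% in these data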;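 further: 0% = nicotinamide-treated wells and 100% = cells grown without nicotinamide; some compounds called inactive have numbers as strong as hits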
#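 Buffer or medium: CSMM-D glucose medium, restrictive; test system: modified budding yeast, DeaD strain; compound: single dose 10 µM compound, 0.25% DMSO; schedule: culture preincubation 4 h, compound exposure 48 h, both 30 °C; detection: optical density (absorbance) at 615 nm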
# Measles CPE: protection of cells from measles virus; Measles virus-infected cells, CPE protection, absorbance; protection (pct of control), % at 4 µM; actives 1.5% (n = 140,000); in the data active means protection mostly above about 24%, no sharp cut-off; inactive means mostly below about 26%; further: some compounds called inactive have numbers as strong as hits
# E-sel TNF inh: TNF alpha driven E-selectin expression inhibition. actives 0.71% (n = 120,000). inhibition, % at 2 µM. HUVEC TNFa-induced E-selectin immunofluorescence, high content;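 active means inhibition above the batch mean plus 3 SD, and confirmed as a hit on visual image review, cut at about 43% in these data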;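 further: 0% = TNF-stimulated DMSO wells and 100% = unstimulated control wells; not every result past the cut was called active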
# * hit, by the source's call; . = no result given.
SMILES,NPY-Y2 antag,PTEN del growth,HCT116 bCat-KO,MRP-1 activ,BB579 growth dn,GALR2 antag,Phagocyt inh,Yeast life ext,Measles CPE,E-sel TNF inh
C=CCn1c(CCNC(=O)c2ccccc2F)nnc1SCC(=O)Nc1nc(C)cs1,6,102,97,-2.5,11,-1,-1,-8,10,5
Cc1occc1C(=O)NNC(=O)Nc1ccc(F)cc1F,3,98,100,4.5,-10,3,-8,6,6,-15
O=c1oc2ccccc2n1CSC1=NCCS1,8,95,87,-2.3,-6,7,0,-5,2,15
CN1CCN(C(=O)N2c3ccccc3C=Cc3ccccc32)CC1,0,92,89,-1.5,3,8,0,-14,14,-40
COCCn1nnnc1CN1C2CCCC1CC(NC(C)=O)C2 (stereo not given),3,108,111,-0.9,-7,-5,1,-23,10,0
CCn1c(N)c(C(=O)N2CCOCC2)sc1=S,0,96,92,-4.3,8,-6,1,-2,7,.
COC(=O)[C@H]1C[C@@H]1[C@H](NC(=O)c1ccccc1)c1ccccc1,1,97,92,-3.1,-32,-9,.,1,18,.
Cc1cc(=O)oc2cc(OCCSCCN3CCOCC3)ccc12,7,92,93,-3.0,-29,-3,-3,-19,7,.
O=C(CSc1nnc(-c2ccccc2)n1Cc1ccco1)Nc1ccc2c(c1)OCCO2,1,104,100,-2.6,-25,3,-1,-23,15,16
COC(=O)[C@@]1(Cc2ccc(F)cc2)[C@H]2c3cc(C(=O)N(C)C)n(CCc4ccc(OC)c(Br)c4)c3C[C@H]2CN1C(=O)c1ccccc1,9,14,14,-4.5,-44,-5,.,9,3,-2
CN(C(=O)c1ccc(S(=O)(=O)c2cccc(Cl)c2)c([N+](=O)[O-])c1)C1CCCCC1,6,5,7,-5.0,-21,8,0,1,6,11
CCOC(=O)c1[nH]c2c(c1C)C(=O)CC(c1ccc(OC)c(OC)c1)C2 (stereo not given),5,93,105,-1.0,-15,-7,-3,-12,21,12
CCCCn1c(=O)c2c(O)cc(=O)oc2c2ccccc21,0,90,95,-3.6,-34,13,0,43*,8,.
CCCCn1c(=O)c(-c2ccccc2)c(O)c2ccccc21,1,102,105,0.8,-16,-6,-1,-9,8,17
Cc1ccccc1CS(=O)(=O)c1nnc([C@H](Cc2ccccc2)NC(=O)OC(C)(C)C)o1,0,2.8*,3.5*,-1.4,-28,28*,1,-7,9,19
CCCCC(CC)CNS(=O)(=O)c1ccc2c(c1)CCN2C(=O)CCC(=O)O (stereo not given),0,94,92,-1.6,-10,-8,0,-3,0,5
COc1cc(S(=O)(=O)N2CCN3CCCC3C2)ccc1-n1cnnn1 (stereo not given),3,94,102,-4.0,-6,-4,0,-23,3,.
O=C(COC(=O)c1ccc(S(=O)(=O)NCc2ccco2)cc1)NCCC1=CCCCC1,2,91,92,-3.9,-11,8,-1,-2,1,2
COc1cc(/C=C/C(=O)Nc2nnc(C(C)(C)C)s2)cc(OC)c1OC,3,88,93,-2.4,-14,-10,.,0,3,1
O=C(O)CCn1c(C2CCCCC2)nc2ccccc21,4,88,91,-1.4,-39,5,0,1,7,-53
COc1ccc(-c2csc(NC(=O)CCn3cnc4ccccc4c3=O)n2)cc1OC,2,83,92,-2.0,-14,7,.,-4,20,.
CCN(CC)c1ccc(NC(=O)c2cc(OC)cc(OC)c2)c(C)c1,8,12,12,-1.8,-38,0,4,2,4,.
COC(=O)c1ccc(S(=O)(=O)c2ccc(C(=O)OC)s2)s1,-1,95,91,-3.6,-40,-1,-2,-20,6,-11
Oc1ccc(Br)cc1C=Nc1ccc2[nH]ncc2c1,3,80,84,-1.6,-68,0,-12,40*,27,.
CC1CC1c1ccc(/C=C(\C#N)C(=O)Nc2ccc(Cl)cc2Cl)o1 (stereo not given),5,100,102,4.1,4,-5,-10,-2,10,-11
CCCCN(C(=S)NC(=O)c1ccccc1)c1c(N)n(Cc2ccccc2)c(=O)[nH]c1=O,4,96,87,-0.1,7,-2,-9,-1,4,.
Cc1cc(=O)n2nc(N3CCCC3C(=O)NCCCN3CC(C)CC(C)C3)sc2n1 (stereo not given),6,110,96,-0.8,-58,10,-3,9,26,-19
NC(=S)c1ccc(C(N)=S)o1,2,98,104,-1.4,-26,8,-1,-17,4,9
COc1ccc(C(=O)Nc2ccc(C(=O)OCC(=O)c3cccc4ccccc34)cc2)cc1,1,93,100,0.4,-41,1,-3,7,27,-37
CCOC(=O)C1=C(O)C(Nc2nccs2)(C(F)(F)F)N=C1C (stereo not given),0,88,91,-1.9,-36,2,.,-19,15,3
COc1ccc(S(=O)(=O)N2CCN(C(=O)CCC3CCCC3)CC2)cc1,5,91,82,-0.7,-17,9,2,1,7,-24
CC(C)(C)CC(C)(C)NC(=S)NC1CCN(Cc2ccccc2)CC1,3,20,16,-1.9,-17,-19,3,4,16,-9
COc1ccc(-c2nnc(CSc3nc4ccccc4c(=O)n3C)o2)cc1OC,2,73,71,-1.2,-30,-8,0,-10,17,.
CC(=O)OCCNc1cc(N2CCN(C)CC2)c2noc3c2c1C(=O)c1ccccc1-3,-5,90,78,-4.6,-44,-9,.,1,5,-21
Cc1cc(NC(=O)CSc2nc3ccccc3c(=O)n2Cc2ccc(F)cc2)no1,5,99,102,-2.2,-40,7,0,5,5,-17
N#CC(c1cccc(C(F)(F)F)c1)(c1ncc(C(F)(F)F)cc1Cl)N1CCOCC1 (stereo not given),-1,48,52,-1.3,-29,-6,.,-1,6,-10
CC1CCN(C(=O)CN(c2ccc(Cl)c(C(F)(F)F)c2)S(C)(=O)=O)CC1,2,88,87,-2.8,4,-11,155*,0,16,3
CC(C)NC(=O)Cn1cc(C#N)c2cc(Br)ccc21,2,85,95,-2.7,3,-8,-1,-5,3,-3
CCOc1cccc(NC(=O)Cn2nc(-c3ccc4c(c3)OCCO4)ccc2=O)c1,1,93,99,-2.8,-49,0,.,.,27,29
O=C(NCc1ccco1)c1ccc2c(c1)N(Cc1ccccc1)C(=O)CS2=O (stereo not given),3,101,92,0.6,-13,4,.,-3,3,.
O=C(NC(=O)c1ccccc1)NC1(C(F)(F)F)OCCO1,4,101,93,-0.5,-6,-5,1,-8,.,15
O=C(NCc1ccc2c(c1)OCO2)C1CCCN1C(=O)Nc1cccc(F)c1 (stereo not given),2,87,85,2.1,-19,-1,.,-2,11,-12
COc1cc(C(=O)OCC(=O)Nc2ccc3c(c2)OC(F)(F)O3)ccc1OCc1c(C)noc1C,1,92,88,0.3,-37,-14,.,-5,10,8
CCn1c(COc2ccccc2OC)nnc1SCC#N,1,102,89,0.0,-38,-7,2,-15,11,.
CN(C)S(=O)(=O)N1CCN(c2ccc(Cl)cc2)CC1,-2,93,108,-3.2,-25,6,-1,-10,3,6
Cc1cnc(C(=O)OCC(=O)Nc2ccc(Oc3ccccc3)cc2)cn1,1,95,100,-1.0,-76,-2,.,-17,3,-21
COCC(=O)N(Cc1ccccc1)c1ccccn1,1,98,96,-0.3,-18,-9,.,-16,2,0
O=c1ncn(-c2ccccc2F)c2ncccc12,-2,95,116,-1.1,-61,-1,.,-18,3,67*

# Three compounds picked at random from the list so far, as already listed:
SMILES,NPY-Y2 antag,PTEN del growth,HCT116 bCat-KO,MRP-1 activ,BB579 growth dn,GALR2 antag,Phagocyt inh,Yeast life ext,Measles CPE,E-sel TNF inh
CC1CCN(C(=O)CN(c2ccc(Cl)c(C(F)(F)F)c2)S(C)(=O)=O)CC1,2,88,87,-2.8,4,-11,155*,0,16,3
CC(C)NC(=O)Cn1cc(C#N)c2cc(Br)ccc21,2,85,95,-2.7,3,-8,-1,-5,3,-3
O=C(NCc1ccc2c(c1)OCO2)C1CCCN1C(=O)Nc1cccc(F)c1 (stereo not given),2,87,85,2.1,-19,-1,.,-2,11,-12

# Following part
SMILES,NPY-Y2 antag,PTEN del growth,HCT116 bCat-KO,MRP-1 activ,BB579 growth dn,GALR2 antag,Phagocyt inh,Yeast life ext,Measles CPE,E-sel TNF inh
COC(=O)c1cc(OC)c(OC)cc1NC(=O)c1cc(-c2ccccc2)nc2ccccc12,2,26,37,-3.2,-6,-19,2,-4,12,.
Cc1cc(COc2ccccc2OCCN2CCN(C)CC2)no1,3,95,99,0.8,3,-1,-2,-15,21,1
Cc1cccc(NC(=O)c2ccc(C3SCC(=O)N3CCc3ccccc3)cc2)c1 (stereo not given),4,28,26,-0.7,-31,20,-9,-1,16,.
COc1cccc(N2C(=O)N(c3ccccc3)C3CS(=O)(=O)CC32)c1 (stereo not given),2,95,90,-1.7,-20,-2,-2,3,16,10
O=C(CSc1nc2ccccc2[nH]1)N1CCN(c2ccc(F)cc2)CC1,-3,74,97,0.1,-1,8,-3,-8,4,-97
Fc1ccccc1N1CCN(C(c2cccs2)c2nnnn2CCc2ccccc2)CC1 (stereo not given),5,50,66,-2.1,-25,7,-1,-25,7,-4
O=C1C2C3CCCC3=C3CCCC3C2C(=O)N1c1cccc(Cl)c1 (stereo not given),-2,87,90,-3.1,-41,-9,0,11,3,1
CN(CCC#N)S(=O)(=O)c1ccc2[nH]cc(C(=O)NCCc3ccccc3)c(=O)c2c1,-1,90,96,-0.2,-22,6,7,7,13,-5
CC(C)(C)c1ccc(C(=O)NC(Cc2ccccc2)C(=O)O)cc1 (stereo not given),3,100,100,-3.4,1,11,.,-6,24,9
COc1cc(N2CCOCC2)ncn1,2,90,95,-1.1,18,3,.,-19,35,15
COc1ccc(NC(=S)N(CCc2nc3cc(C)c(C)cc3[nH]2)Cc2cccnc2)cc1,-2,72,92,-2.9,-33,-4,.,-11,6,9
CC(C)c1cccc(C(C)C)c1NC(=O)COC(=O)c1ccc(OCC(=O)Nc2cccc(C(F)(F)F)c2)cc1,2,86,93,-1.3,10,10,-7,-2,3,.
COc1ccc(NC(=O)CSc2nnc(CCC(=O)Nc3ccc(C)c(Cl)c3)n2C)cc1,1,95,93,-1.6,-37,-1,0,-13,16,-57
CC(=O)c1ccc(NC2c3ncccc3C(=O)N2Cc2ccc(F)cc2)cc1 (stereo not given),4,79,92,-3.1,-18,-4,.,-23,1,.
O=c1c2ccccc2nnn1CSc1nnc(COc2ccc(Cl)cc2)n1Cc1ccco1,4,65,91,0.7,-77,13,.,-4,8,-18
Cc1ccccc1C1CC(=O)NC2=C1C(=O)CCC2 (stereo not given),3,93,95,-2.2,-19,1,.,-2,13,30
CCC(CC)C(=O)N1CC(=O)Nc2ccc(Br)cc2C1c1ccccc1 (stereo not given),6,72,80,-3.7,-6,6,0,-6,6,.
COc1ccccc1NCc1ccc([N+](=O)[O-])s1,2,86,79,-2.9,6,5,5,-1,16,.
Cc1csc(NC(=O)CSc2ncc(-c3ccccc3)[nH]2)n1,1,90,96,-1.8,5,3,-11,1,15,-46
N#Cc1c(N)nc2c(c1N)CC(CCl)O2 (stereo not given),0,92,105,0.8,-27,0,12,-1,6,4
COC(=O)[C@H](Cc1ccccc1)NC(=O)NCc1cccs1,5,101,94,-1.2,-18,-2,0,-5,3,3
CCCCC(=O)Nc1cc([N+](=O)[O-])ccc1Cl,3,95,90,-0.7,-42,10,-4,-6,12,-3

# Compound activity deposited in PubChem by several laboratories.
